Screening data: PubChem BioAssay, Sanford-Burnham Center for Chemical Genomics
tim23-1 inh – inhibits growth of tim23-1 mutant yeast | S. cerevisiae tim23-1 growth, BacTiter-Glo luminescence, 24 h | inhibition, % at 20 µM | 330,000 compounds, 1.3% hits;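 active = growth inhibition of the mutant yeast at or above 50%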;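 also: temperature-sensitive mutant grown at 25 °C; plate controls were DMSO-treated mutant yeast for no effect and medium wells lacking yeast for full effect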
CHOP UPR activ – activators of apoptotic arm of unfolded protein response (CHOP); CHO-CHOP luciferase reporter, UPR activation, luminescence; percent of tunicamycin response over DMSO baseline; 330,000 compounds, 0.34% hits; AID 449763; activation, % at 10 µM;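 active = at 10 µM dose, activation of 40% or more, normalized to positive control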;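 also: 100% = tunicamycin at 10 µg/mL and 0% = DMSO alone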
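System: CHO-CHOP luciferase reporter cell line | Buffer or medium: F12 medium containing 10% fetal bovine serum | Doses: One dose, 10 µM in 0.5% DMSO | Times: 6 h compound exposure at 37 °C after overnight seeding | Signal: Luciferase luminescence | Read-out: % activation vs tunicamycin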
APJ ag – APJ receptor agonism; CHO-K1 APJ PathHunter beta-arrestin, luminescence; 0% DMSO wells, 100% apelin; activation, % at 20 µM; 330,000 compounds, 0.11% hits; AID 2520;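 active = activation more than six SD over the plate average, tested at 20 µM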;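 also: 0% = DMSO alone and 100% = apelin-13 at 10 nM; some results filed as inactive read as strong as hits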
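Test system: CHO-K1 APJ beta-arrestin complementation cell line. Amount: cell density 1000 per well. Controls: DMSO negative, 10 nM Apelin-13 positive. Signal: luminescent beta-gal fragment complementation, chemiluminescent substrate. Read-out basis: agonist-driven arrestin binding to APJ. Timing: compound stimulation 90 min at 25 °C, detection 60 min.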
APJ antag – APJ receptor antagonism. P35414. CHO-K1 APJ beta-arrestin complementation, luminescence. inhibition, % at 20 µM. 330,000 compounds, 0.32% hits;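 active = inhibition above about 40% at 20 µM, limit read from the data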;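 also: cells challenged with 10 nM apelin-13 agonist together with compound; plate controls were apelin-13 plus DMSO wells for no effect and DMSO wells lacking apelin-13 for full effect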
Mdm2 MdmX PPI – human Mdm2/MdmX binding inhibition | O15151+Q00987 | SaOS-2 split-luciferase Mdm2/MdmX complementation, luminescence | inhibition, % at 8 µM | 330,000 compounds, 3% hits | AID 485346;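 active = inhibition of at least 50% at 8 µM in the primary screen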
Target sequence (O15151 whole entry, looked up): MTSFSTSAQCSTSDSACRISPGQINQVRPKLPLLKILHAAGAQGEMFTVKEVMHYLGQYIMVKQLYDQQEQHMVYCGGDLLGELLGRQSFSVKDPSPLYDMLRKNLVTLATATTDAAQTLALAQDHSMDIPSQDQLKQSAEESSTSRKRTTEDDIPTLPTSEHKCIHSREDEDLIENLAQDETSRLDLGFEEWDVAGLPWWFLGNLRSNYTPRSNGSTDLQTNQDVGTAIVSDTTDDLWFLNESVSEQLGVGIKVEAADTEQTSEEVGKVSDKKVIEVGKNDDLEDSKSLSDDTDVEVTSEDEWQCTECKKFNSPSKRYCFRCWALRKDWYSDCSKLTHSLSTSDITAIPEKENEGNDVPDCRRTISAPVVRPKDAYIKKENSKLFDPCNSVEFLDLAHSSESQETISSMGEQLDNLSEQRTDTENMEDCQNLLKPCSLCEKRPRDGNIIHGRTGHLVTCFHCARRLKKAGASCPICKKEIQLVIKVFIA
Target sequence (Q00987 whole entry, looked up): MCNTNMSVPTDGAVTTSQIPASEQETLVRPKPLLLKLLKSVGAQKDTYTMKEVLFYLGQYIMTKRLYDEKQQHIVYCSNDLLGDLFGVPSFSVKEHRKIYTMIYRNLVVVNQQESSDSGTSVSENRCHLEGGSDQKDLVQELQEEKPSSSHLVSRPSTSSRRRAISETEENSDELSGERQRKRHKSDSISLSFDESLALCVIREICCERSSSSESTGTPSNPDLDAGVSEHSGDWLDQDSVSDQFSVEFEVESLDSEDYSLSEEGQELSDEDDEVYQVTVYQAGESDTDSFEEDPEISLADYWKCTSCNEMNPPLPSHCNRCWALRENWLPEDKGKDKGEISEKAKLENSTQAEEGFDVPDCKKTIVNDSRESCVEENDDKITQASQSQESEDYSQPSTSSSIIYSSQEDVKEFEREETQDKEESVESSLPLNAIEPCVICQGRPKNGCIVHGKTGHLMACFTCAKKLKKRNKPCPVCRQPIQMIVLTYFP
XBP1 UPR activ – activators of adaptive arm of unfolded protein response (XBP1). activation, % at 20 µM. 330,000 compounds, 0.33% hits. CHO-XBP1 luciferase reporter, IRE1-XBP1 UPR activation, luminescence; percent of tunicamycin response, DMSO as zero;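 active = versus positive control, 20 µM dose yields 30% or more activation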;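 also: 100% = tunicamycin at 10 µg/mL and 0% = DMSO only wells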
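Assay system: IRE1-XBP1 luciferase reporter CHO line. Input: 1000 cells/well. Buffer or medium: F12 with 10% serum. Doses: 20 µM, 1% DMSO. Times: overnight seeding at 37 °C, 6 h compound treatment at 37 °C. Technique: Steady-Glo luciferase glow luminescence, 10 min after reagent addition.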
697 NFkB inh – lowers PMA/ionomycin-induced NF-kB signal in 697 B cells; 697 B-cell NF-kB luciferase reporter, 16 h; inhibition, % at 4 µM; 330,000 compounds, 0.33% hits; AID 435022; in the data active = inhibition above about 35%
Jurkat NFkB inh – inhibitors of the PMA/ionomycin-induced NF-kB reporter in Jurkat cells; PMA/ionomycin-induced NF-kB luciferase reporter, luminescence; inhibition, % at 4 µM; 330,000 compounds, 0.53% hits; AID 435003; in the data active = inhibition above about 50%
An asterisk follows results filed as active. Not a hit list. About 5% of those tested had a hit in this group.

SMILES	tim23-1 inh	CHOP UPR activ	APJ ag	APJ antag	Mdm2 MdmX PPI	XBP1 UPR activ	697 NFkB inh	Jurkat NFkB inh
CCn1c(COc2cccc(C)c2C)nnc1SCC(=O)Nc1cc(C)on1	-13	-0.7	-3	22	29	-2	0	-1
CC1(C)C[C@H](O)[C@]2(CO)CC[C@]3(C)C(=CCC4[C@@]5(C)CC[C@H](O)C(C)(C)C5CC[C@]43C)[C@@H]2C1 (stereo not given in full)	-1	0.5	-1	-12	45	16	-16	-14
N/C(=N\S(=O)(=O)c1cc(C(F)(F)F)cc(C(F)(F)F)c1)c1cccs1	28	-1.8	-3	-22	5	-2	-33	-8
O=C(CN1C(=O)C2C3c4ccccc4C(c4ccccc43)C2C1=O)N1CCOCC1 (stereo not given)	15	-1.8	-4	2	22	-1	12	12
Fc1ccc(C2c3[nH]c4ccccc4c3CCN2Cc2ccoc2)cc1 (stereo not given)	-10	0.1	-1	1	14	0	5	5
N#Cc1ccsc1NC(=O)CSc1ncnc2ccccc12	-12	-0.7	-2	-11	38	3	7	-11
COc1ccc2[nH]c(C(=O)N/N=C/c3cc(OC)c(OC)c(OC)c3)cc2c1	21	0.9	4	-9	11	5	-6	18
CN[C@H]1CCc2cc(OC)c(OC)c(OC)c2-c2ccc(OC)c(=O)cc21	-2	-0.3	-5	6	68*	6	-330	72*
COc1ccc(N2C(=O)C3CCCN3C2c2cc(OC)c(OC)cc2OC)cc1 (stereo not given)	13	-0.1	-2	-62	15	-1	9	5
COc1ccc(C)cc1NC(=O)CCS(=O)(=O)c1ccc2c(c1)oc(=O)n2C	9	0.1	-4	-2	7	1	5	6
COc1cc(NC(=O)CC2NCCNC2=O)cc(OC)c1 (stereo not given)	-5	-2.0	-5	13	-21	-2	9	-4
O=C(C1CC1)N1CCc2cc(Br)cc(S(=O)(=O)NCCN3CCOCC3)c21	0	1.1	-5	11	14	0	4	-4
Cc1ccc(C(=O)NCC(=O)N2CCc3ccccc3C2)cc1C	1	0.9	-2	7	10	-2	-14	-2
CCc1cc(=O)oc2c(CN3CCCC3)c(O)c(Cl)cc12	9	-0.2	-1	8	21	1	14	19
Cc1ccc(-n2c(Cc3noc4ccccc34)n[nH]c2=S)cc1	25	-1.1	-2	8	13	2	-10	-3
COc1cc(NCCC(=O)c2cccs2)c(OC)cc1Cl	21	0.9	1	13	12	-3	14	4
COc1ccc(S(=O)(=O)Nc2c(C)n(C)n(-c3ccccc3)c2=O)cc1C(=O)O	8	-0.9	-1	1	-4	-4	-13	-2
CCCNc1nc2ccccc2n2c(C)nnc12	8	-0.7	-2	2	58*	10	33	-21
CCN(CC)C(=O)CSC(Nc1cccc(F)c1)=C(C#N)C#N	16	1.0	-1	17	5	1	11	1
S=c1[nH]ncn1/N=C/c1cccs1	2	0.1	1	-7	14	-1	17	-1
CCOC(=O)c1sc(NC(=O)Cc2c(F)cccc2Cl)nc1C	47	2.5	-1	0	-10	6	-52	-45
Cc1sc2nc(CSc3ccccc3)nc(NCCN(C)C)c2c1C	3	-0.3	-3	6	8	2	-31	-11
COc1cc(OC)cc(C(=O)NCCc2cnc[nH]2)c1	7	1.3	-3	-18	2	-1	-2	-16
O=C(NCC(c1ccco1)N1CCc2ccccc2C1)c1ccc(Br)cc1 (stereo not given)	39	0.8	-5	17	25	3	13	0
Cc1ccccc1Nc1ncnc2c1cnn2-c1ccccc1	35	4.9	3	-2	-16	4	-98	-84

Next section, starting with the last 7 of the part before.
SMILES	tim23-1 inh	CHOP UPR activ	APJ ag	APJ antag	Mdm2 MdmX PPI	XBP1 UPR activ	697 NFkB inh	Jurkat NFkB inh
CCN(CC)C(=O)CSC(Nc1cccc(F)c1)=C(C#N)C#N	16	1.0	-1	17	5	1	11	1
S=c1[nH]ncn1/N=C/c1cccs1	2	0.1	1	-7	14	-1	17	-1
CCOC(=O)c1sc(NC(=O)Cc2c(F)cccc2Cl)nc1C	47	2.5	-1	0	-10	6	-52	-45
Cc1sc2nc(CSc3ccccc3)nc(NCCN(C)C)c2c1C	3	-0.3	-3	6	8	2	-31	-11
COc1cc(OC)cc(C(=O)NCCc2cnc[nH]2)c1	7	1.3	-3	-18	2	-1	-2	-16
O=C(NCC(c1ccco1)N1CCc2ccccc2C1)c1ccc(Br)cc1 (stereo not given)	39	0.8	-5	17	25	3	13	0
Cc1ccccc1Nc1ncnc2c1cnn2-c1ccccc1	35	4.9	3	-2	-16	4	-98	-84
COc1ccc2[nH]cc(CCNC(=O)c3ccc([N+](=O)[O-])cc3)c2c1	-9	0.5	6	-25	10	-2	5	3
CCOc1ccc(NC(=O)CC2C(=O)N(c3ccccc3)C(=O)N2CCOC)cc1 (stereo not given)	22	-0.9	1	5	-13	3	-31	-8
Cc1cc(NC(=O)Nc2cccs2)no1	-13	1.9	-5	17	-4	1	13	-5
COc1ccc(S(=O)(=O)N2CCCOC2CNC(=O)C(=O)NCc2ccncc2)cc1 (stereo not given)	-7	-2.6	-1	10	10	-5	7	-1
S=c1[nH]nc(C2CCCCC2)n1/N=C/c1ccccc1Cl	64*	-0.1	-3	-11	9	2	4	4
O=C(Nc1cc(-c2nn(CC(=O)N3CCCCC3)c(=O)c3ccccc23)ccc1N1CCOCC1)c1ccc(Cl)cc1	10	-1.0	-3	-10	6	3	6	-10
NC(=O)c1ccc[n+](CC(=O)c2ccc(NC(=O)c3ccccc3)cc2)c1	8	3.6	-2	5	5	-2	11	-13
CCOc1ncccc1C(=O)Nc1ccc(S(=O)(=O)Nc2nc(C)cc(C)n2)cc1	-4	-0.8	-1	15	-17	6	8	-9
CCC(OC(=O)c1nsc(Cl)c1Cl)C(=O)NCc1cccs1 (stereo not given)	23	-0.4	-5	6	5	2	3	-7
COCCCNC(=O)c1ccc([N+](=O)[O-])cc1	8	1.2	-3	0	18	-1	17	5
COc1ccc(-c2nc(C)c(C(C)=O)n2O)cc1OC	6	-1.9	-3	0	13	-1	-3	0
CC(C)(C)n1ncc2c(=O)n(Cc3c(Cl)cccc3Br)cnc21	48	0.1	-4	2	10	0	-21	-1
COc1ccc2nccnc2c1[N+](=O)[O-]	0	-1.5	-6	13	17	-3	13	1
O=S(=O)(c1ccc2nc(-c3ccccc3)[nH]c2c1)N1CCN(c2ccc(Cl)cc2)CC1	-9	20	6	-41	40	90*	-17	6
COc1ccc(NC(=O)CN2CCN(CC(=O)Nc3ccc(OC)cc3)CC2)cc1	-7	0.3	0	-12	-24	-3	-5	-8
COC(=O)c1ccc(NC(C)=O)o1	15	-0.8	2	14	5	-1	17	-3
Cn1nccc1C(=O)NC1CCCc2c1cnn2-c1cc(F)cc(F)c1 (stereo not given)	24	1.9	-1	4	4	-7	-39	-8
COc1ccc(Nc2ncnc3c2cnn3Cc2ccccc2)cc1OC	14	-1.2	0	6	18	-6	16	22
COc1ccc(CCC(=O)Nc2cc3c4c(c2)CC(=O)N4CCC3)cc1	4	0.7	-1	8	-20	-2	26	0
Cc1ccccc1OCCn1c(=S)[nH]c2ccccc21	40	1.8	-2	-6	10	-3	-2	0
Nc1nnc(SCC(=O)OCC(=O)Nc2ccc(Br)cc2F)s1	-2	-2.7	-2	6	4	2	-3	6
COc1ccc(C2=CC(c3ccc(OC)c(OC)c3)n3nnnc3N2)c(OC)c1 (stereo not given)	6	-0.8	-1	-2	2	3	-7	-6
CCCCN(C)CCN1C(=O)C2C(C(=O)Nc3ccc(OC)cc3)C3C=CC2(O3)C1C(=O)NC1CCCCC1 (stereo not given)	12	-0.6	-1	6	10	-5	4	-15
COc1ccc(NC(=O)C(C)N2C(=O)C3CC=C(Cl)CC3C2=O)cc1 (stereo not given)	-4	1.5	-2	-14	10	-1	13	-10
COC(=O)c1sc(C(C)(C)C)cc1CS(=O)(=O)c1ccccn1	9	-1.3	-1	-15	-8	-1	-5	-26

(next part)
SMILES	tim23-1 inh	CHOP UPR activ	APJ ag	APJ antag	Mdm2 MdmX PPI	XBP1 UPR activ	697 NFkB inh	Jurkat NFkB inh
CSc1c[n+]2c(n1C)CCC2	-18	-1.0	-6	-15	7	-1	20	1
CCOC(=O)C(=O)/C(=C\N(C)C)c1onc(-c2c(F)cccc2Cl)c1C(=O)OC	18	0.5	-5	10	15	0	14	0
O=C(OCC(=O)N1CCC(c2ccccc2)=N1)c1ccc([N+](=O)[O-])s1	0	3.6	26	-99	1	-1	27	-4
CC(C)(C)NC(=O)c1cccc(NC(=O)c2ccco2)c1	3	-2.4	-8	6	0	1	0	-10
CCN1C(=O)C(C)S/C1=N\S(=O)(=O)c1ccc(F)cc1 (stereo not given)	23	-1.2	-3	-20	-3	-2	15	-1
O=C(NCc1ccc2c(c1)OCO2)c1cc2c(s1)CSC2	-7	0.1	6	11	-4	0	7	-2
COc1cccc(C(=O)Nc2ccc3[nH]ncc3c2)c1	-5	2.3	-1	0	9	-6	-45	-70
COc1ccc(/C=C/C(=O)Nc2ccc(-n3nncc3-c3ccc(OC)c(OC)c3)cc2)cc1OC	5	2.1	9	17	36	7	-22	-33
CCN(CC)C(=O)c1ccccc1NC(=O)c1ccccc1SC	5	-1.1	2	12	18	0	9	-4
Cc1ccc(CSCC(=O)N(C)CC(=O)Nc2ccccc2Cl)cc1	5	-0.1	-1	-4	14	-3	-9	4
CCC(C)NC(=O)CS(=O)Cc1nc(-c2cccc(OC)c2)oc1C (stereo not given)	5	1.0	1	6	-29	-4	4	6
COc1cc([C@@H]2CC=C(C(=O)O)[C@H](c3ccccc3)N2S(=O)(=O)c2ccc(C)cc2)cc(OC)c1OC	1	-1.1	5	11	-3	-1	-20	-17
Cc1ccc(NC(=O)CSc2nc(N)cc(=O)[nH]2)cc1S(=O)(=O)N1CCCCCC1	23	-0.6	-7	0	30	-1	5	-7
O=C(CN1CCCCC1)NCC(=O)Nc1ccc(F)c(F)c1F	6	0.8	-4	-8	0	-1	-4	-4
Cc1ccc(C2(C)NC(=O)N(CC(=O)Nc3ccc4c(c3)CCC4)C2=O)cc1 (stereo not given)	2	-0.8	-1	-8	-39	-1	-10	-3
O=C(CNC(=O)c1cccs1)c1ccc(Br)cc1	7	2.3	-3	22	-31	-6	-67	-100
COc1ccc(O)c(C(=O)c2cnn(C(=O)c3cccc(S(=O)(=O)N4CCOCC4)c3)c2)c1	16	-1.7	2	14	13	0	-11	9
O=C1c2ccc(-c3ccc(Cl)c(C(F)(F)F)c3)cc2S(=O)(=O)c2cccc(C(=O)N3CCN(c4ccc(Cl)cn4)CC3)c21	6	3.5	2	-6	25	-3	-9	16
Cc1ccc(OCc2ccc(-c3ccccc3)cc2)c([N+](=O)[O-])n1	21	5.7	1	-11	-17	3	-16	-18
Cc1ccc(NC(=O)COC(=O)CNC(=O)c2ccco2)cc1	-1	-0.6	-1	10	22	-2	23	0
CCc1nc(NCc2ccccn2)c2oc3ccccc3c2n1	7	-2.6	0	11	25	11	-29	3
CCn1ncc(C2C(C(=O)Nc3ccc(C)cn3)=C(C)NC3=C2C(=O)CCC3)c1C (stereo not given)	18	0.8	-3	11	-10	8	13	3
COc1ccc2c(c1)C(C)=CC(C)(C)N2S(=O)(=O)c1ccc(NC(C)=O)cc1	8	-1.5	-2	-5	63*	18	-54	45
CCN1CCc2c(C#N)c(NCc3ccccc3)nc(NCCO)c2C1	11	4.9	10	-30	28	-1	-9	-7
